# FEN1 inhibitor = blocks human flap endonuclease 1. P39748. Recombinant FEN1 flap cleavage, fluorescence, 15 min. Potency, µM (highest dose often 114 µM), for inactives: at the highest dose activity change, negative = inhibition, actives largely listed as inhibitors. actives 0.35% (n = 390,000). AID 588795; note: nearly all actives have a fitted effect of over 65% in size
# Target sequence (P39748 whole entry, looked up): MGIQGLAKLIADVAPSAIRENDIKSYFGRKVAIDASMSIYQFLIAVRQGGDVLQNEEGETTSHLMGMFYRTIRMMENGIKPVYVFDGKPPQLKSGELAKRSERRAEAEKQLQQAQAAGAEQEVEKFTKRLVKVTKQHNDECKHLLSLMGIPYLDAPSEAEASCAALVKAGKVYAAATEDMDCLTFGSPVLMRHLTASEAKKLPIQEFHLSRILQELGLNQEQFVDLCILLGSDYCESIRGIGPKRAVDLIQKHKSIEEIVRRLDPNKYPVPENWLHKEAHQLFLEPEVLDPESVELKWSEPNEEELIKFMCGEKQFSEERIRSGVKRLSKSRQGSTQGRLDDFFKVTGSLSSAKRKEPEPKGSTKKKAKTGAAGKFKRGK
#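 Compounds are tested as a concentration series against 10 nM FEN1; after a 15 min room-temperature preincubation, 50 nM substrate starts cleavage, with plate reads at 0 and 15 min. Normalized responses are fitted by a Hill equation.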
# DT40 TDP1 CPT = DT40-hTDP1 cell growth loss with CPT; Potency, µM (highest dose often 46.2 µM), for inactives: top-dose activity change, negative = growth inhibition, actives largely listed as inhibitors; actives 12% (n = 420,000); chicken DT40 Tdp1-/-;hTDP1 cells + 20 nM CPT, ATP luminescence, 48 h; note: nearly all actives have a fitted effect of over 55% in size
#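 Chicken DT40 Tdp1-/- cells complemented with human TDP1, 400 cells/well, exposed to compounds plus 20 nM camptothecin for at least 48 h at 37 C; viability read as ATP content by CellTiter-Glo luminescence.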
# GCN5L2 inh = blocks human GCN5L2 histone acetyltransferase; actives 0.21% (n = 390,000); Potency, µM (highest dose often 58.9 µM), for inactives: at the highest dose activity change, negative = inhibition, hits mostly inhibitors; GCN5L2 HAT assay, ThioGlo1 CoA-SH fluorescence; Q92830
#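 Fluorescence readout, Ex340nm/Em540nm: ThioGlo1 (50uM final) reacts with free CoA thiol released as 20nM GCN5L2 acetylates H3(1-25) peptide (75uM) using acetyl-CoA (70uM). Compound and enzyme sat 15 min beforehand; 20 min room-temperature reaction.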
# An asterisk follows results filed as active; u = inconclusive; x = not tested or not shown; & = joins results of further samples; ! = not active in a repeat. Calls come from the whole dose curve; as a rule, active = well fitted curve in the direction sought with a large enough effect; inconclusive = small, poorly fitted or top-dose-only effect, or another doubt; inactive = no such curve, though single readings can be large; an effect the other way counts as inactive or inconclusive. % is set by controls: 0 for no effect and ±100 for the full control effect; potency is the fitted concentration of half-maximal effect. Not all compounds are listed. The share of hits here may be higher or lower than overall.
molecule | FEN1 inhibitor | DT40 TDP1 CPT | GCN5L2 inh
O=C1NC(=O)C2(Cc3cc([N+](=O)[O-])ccc3N3CCN(C(=O)c4ccccc4)CC32)C(=O)N1 (centres undefined) | 2.9% | 8.4% | -7.4%
COc1cc(/C=C2/C(=O)NC(=O)N(c3ccccc3)C2=O)ccc1O | 3.1% | -5.1% | -0.5%
O=C1NC(=O)N(Cc2ccc(F)cc2)C(=O)/C1=C\C=C\c1ccco1 | u | 7.31µM* | 22.7%
O=C1/C(=C/c2cccc([N+](=O)[O-])c2)N2CCC1CC2 | -7.4% | -14.1% | 18.0%
COC1=CC23CCCN2CCc2cc4c(cc2C3C1O)OCO4 (centres undefined) | x | u | 6.0%
CCN(CCNc1ccc([N+](=O)[O-])c2cccnc12)S(=O)(=O)c1ccccc1 | 7.7% | -4.5% | -6.4%
COc1c(C)cc(C(=O)C2CCCN(Cc3cccc(C)n3)C2)cc1C (centres undefined) | -0.9% | u | -4.1%
COc1ccc(CC2(CCc3ccncc3)C(=O)NC(=O)NC2=O)c(OC)c1 | 0.1% | -2.8% | 2.0%
c1csc(CN2CCNCC2)c1 | 1.3% | -0.8% | 9.9%
O=c1c2ccccc2nc(-c2ccoc2)n1-c1ccccc1Cl | -0.3% | 20.6µM* | -4.5%
CC(C)(C)n1c(O)c(C=Nc2ccc3c(c2)CCC3)c(=O)[nH]c1=O | -6.3% | u | -0.3%
CSc1ccc(CN2CCN(C(=O)Cc3ccccc3)CC2)cc1 | 17.9% | u | x
CCCCCCCCCOc1ccc2[nH]cc(CCN)c2c1 | x | 7.31µM* | u
CCC(=NC1CC1)c1c(O)n(C2CCCCC2)c(=O)[nH]c1=O | -9.0% | -23.9% | 2.5%
Cc1ccnc2c1NC(=O)c1cccnc1N2C1CC1 | -7.7% | 6.51µM*! | -0.6%&-0.3%&-17.8%
COc1ccccc1N1CCN(Cc2cc(C)c(C)cc2O)CC1 | 12.2% | 23.1µM* | -1.6%
CCN(CC)C(=O)c1ccc(NC(=O)CNC(C)c2cccc3ccccc23)cc1 (centres undefined) | 9.7% | -18.6% | -5.6%
COc1ccc(CC(C)Nc2cccc(F)c2)cc1 (centres undefined) | -7.9% | -27.7% | -14.1%
CC[C@H]1CN2CC[C@@]3(C(=O)Nc4ccccc43)[C@@H]2C[C@@H]1/C(=C\OC)C(=O)OC | 4.5% | 0.5% | x
COc1ccccc1OCCCn1cc(C=O)c2ccccc21 | -2.4% | u | 0.0%
O=C(NC(O)C(Cl)(Cl)Cl)NC(O)C(Cl)(Cl)Cl (centres undefined) | x | 7.4% | -0.1%
COc1ccc(C(=O)OC2CC3CCC(C2)[N+]3(C)[O-])cc1OC (centres undefined) | -4.8% | -0.8% | -3.3%
CCc1c(C(=O)NN2C(=O)C3C4CCC(O4)C3C2=O)csc1C (centres undefined) | -5.1% | -3.3% | -0.4%
COc1nc2ccccc2nc1N1CCN(C)CC1 | -4.9% | 2.0% | -17.4%
CN1CCN(Cc2ccccc2Sc2ccccc2)CC1 | -9.2% | u | -0.5%
Cc1ccc2c(c1)cc(C(=O)Nc1ccccc1C)n2C | -4.6% | u | -12.9%
CC(=O)OCC1=C(C(=O)O)N2C(=O)C(NC(=O)CCCC(N)C(=O)O)C2SC1 (centres undefined) | x | u | 14.6%
CCN(CC(=O)Nc1ccc(C#N)c(Cl)c1)CC(=O)NC(C)(C)C | -0.5% | u | -3.6%
CC(=O)NC(Cc1ccc(N(CCCl)CCCl)cc1)C(=O)NCC(=O)NCC(=O)O (centres undefined) | 13.0% | 6.51µM* | -9.1%
CCOC(=O)N(CC)c1ccc(C(O)(C(=O)OC)C(F)(F)F)cc1 (centres undefined) | 2.3% | -6.6% | -10.2%
OC12CCCCC1C(c1ccccc1)NCC2 (centres undefined) | 1.0% | -19.6% | -2.3%
c1ccc(-n2ccnc2)cc1 | -17.1% | 2.2% | 10.7%
Cc1nn(Cc2ccc(Cl)cc2Cl)c(Cl)c1C(=O)NC1CCCc2ccccc21 (centres undefined) | 4.1% | 16.4µM* | -3.5%
CNC(C)Cc1ccccc1Sc1ccc(O)cc1 (centres undefined) | 2.9% | u | -23.7%
Clc1ccc2c(c1)C(c1ccccc1)=NCc1nncn1-2 | x | 1.5% | -0.5%
CN(C)C(Cc1ccc(C#N)cc1)C(=O)c1ccccc1 (centres undefined) | 0.1% | 15.8% | -10.2%
N#Cc1ccc(CN2CC[C@@]3(CCCNC3)C2)cc1 | x | 3.9% | 2.5%
O=C(Nc1cc[c]([Sb](=[O])([OH])[OH])cc1)c1ccccc1 | 39.8µM* | -10.0% | x
COc1c(C)cc(C(=O)C2CCCN(Cc3cccc(O)c3)C2)cc1C (centres undefined) | -12.6% | u | 0.9%
Nc1c(C(=O)NCCN2CCOCC2)c2nc3ccccc3nc2n1Cc1ccco1 | u | u | -12.1%
O=Cc1cn(Cc2cccc(F)c2)c2ccccc12 | 0.4% | u | -4.6%
CC(C)OP(=O)(OC(C)C)C(Nc1ccc([N+](=O)[O-])cc1)c1cccc([N+](=O)[O-])c1 (centres undefined) | -21.0% | u | -4.0%
C=C1C(=O)OC2CC3(C)OC3CCC(C)=CC(OC(C)=O)C12 (centres undefined) | 0.9% | 2.31µM* | x
CCOC(=O)c1cc2c(cn1)[C@@H](CCO)NC2 | 18.0% | 0.4% | x
COc1cc(C(=S)N2CCOCC2)cc(OC)c1OC(=O)Cc1ccccc1 | -8.0% | -11.8% | 2.3%
CC[C@H]1OC(=O)C[C@@H](O)[C@H](C)[C@@H](O[C@@H]2O[C@H](C)[C@@H](O[C@H]3C[C@@](C)(O)[C@@H](O)[C@H](C)O3)[C@H](N(C)C)[C@H]2O)[C@@H](CC=O)C[C@@H](C)C(=O)/C=C/C(C)=C/[C@@H]1CO[C@@H]1O[C@H](C)[C@@H](O)[C@@H](OC)[C@H]1OC | -1.1% | u | x
O=c1[nH]c(=O)n(CCc2ccc(F)cc2)c(O)c1C=NCCCn1ccnc1 | -6.6% | 6.2% | -3.8%
COC(=O)C1=C(c2ccccc2)C[C@@H]2CC[C@H]1N2C(=O)N1CCCCC1 | 1.2% | 5.8µM* | x
CN1C(=O)C(=Cc2ccc(N3CCCCCC3)cc2)C(=O)N(C)C1=O | u | 3.8% | -2.2%
Cc1ccccc1-n1c(C)cc(/C=C2/C(=O)NC(=O)N(Cc3ccco3)C2=O)c1C | -14.8% | -23.4% | -5.3%

# Going on with the list.
# Every second line gives: FEN1 inhibitor, DT40 TDP1 CPT, GCN5L2 inh
- COC(=O)C1=C(c2cccc(C#N)c2)C[C@@H]2CC[C@H]1N2C(=O)N1CCC(O)CC1
    3.9%, 5.1%, -2.1%
- CCN1C[C@]2(COC(=O)c3ccccc3N3C(=O)C[C@H](C)C3=O)CC[C@H](OC)[C@@]34[C@@H]5C[C@H]6[C@H](OC)[C@H]5[C@](O)(C[C@@H]6OC)[C@@](O)([C@@H](OC)[C@@H]23)[C@@H]14
    x, 12.0%, -1.9%
- NC(N)=N/N=C/c1cn(-c2ccccc2)nc1-c1cccs1
    -15.6%, 10.3µM*, -19.1%
- O=C(CF)NC(Nc1cccc2cccnc12)C(Cl)(Cl)Cl (centres undefined)
    0.0%, u, -14.0%
- O=C1NC(=O)N(c2cccc(Cl)c2)C(=O)/C1=C\c1ccc(Sc2nc3ccccc3[nH]2)o1
    44.7µM*, u, u
- CN[C@H](C)CCC=C(C)C
    -17.8%, u, -3.6%
- COc1ccccc1-c1nn2c(=O)cc(CN3CCN(C(=O)Nc4ccc(C)cc4Cl)CC3)nc2s1
    -6.9%, 14.6µM*, -1.6%
- CCOP(=O)(OCC)C1(O)C(=O)Nc2ccc(Br)cc21 (centres undefined)
    5.5%, u, -2.3%
- FC(F)(F)c1cccc(C2=CCN(CCc3ccc4ccccc4c3)CC2)c1
    x, -18.0%, 19.1%&5.1%
- C=C1[C@@H](O)C2C=CC[C@H](C)C(=O)[C@@](C)(O)C=C[C@@H](OC(C)=O)[C@@]23C(=O)N[C@H](Cc2ccccc2)[C@@H]3[C@@H]1C (some centres undefined)
    x, 0.266µM*, -6.0%
- Cc1ccc(NC(=O)N(Cc2ccc3c(c2)OCO3)C2CCN(Cc3ccccc3)CC2)cc1C
    -4.4%, u, -14.4%
- Nc1ccc(Cl)cc1C(=O)c1ccccc1
    -28.3%, -4.5%, -4.8%
- CC(=O)Oc1ccc(Cl)c2cccnc12
    x, 3.66µM*, -9.0%
- COC(=O)C1=C(c2ccccc2OCc2ccccc2)C[C@@H]2CC[C@H]1N2C(=O)NCc1ccc(OC)c(OC)c1
    2.2%, 16.4µM*, -6.6%
- O=c1[nH]c(=S)n(Cc2ccc(F)cc2)c(O)c1C=NCc1cccnc1
    2.5%, -28.7%, 0.7%

# Part of the list above, set out differently.
CC(=O)Oc1ccc(Cl)c2cccnc12
  FEN1 inhibitor: x
  DT40 TDP1 CPT: 3.66µM*
  GCN5L2 inh: -9.0%

Nc1ccc(Cl)cc1C(=O)c1ccccc1
  FEN1 inhibitor: -28.3%
  DT40 TDP1 CPT: -4.5%
  GCN5L2 inh: -4.8%

FC(F)(F)c1cccc(C2=CCN(CCc3ccc4ccccc4c3)CC2)c1
  FEN1 inhibitor: x
  DT40 TDP1 CPT: -18.0%
  GCN5L2 inh: 19.1%&5.1%

# Next results
# Every second line gives: FEN1 inhibitor, DT40 TDP1 CPT, GCN5L2 inh
- COc1cccc(N=Cc2c(O)n(Cc3ccco3)c(=O)[nH]c2=O)c1
    -14.1%, -8.7%, 1.4%
- CCCCn1c(O)c(C(C)=NCCN2CCOCC2)c(=O)[nH]c1=O
    4.2%, 6.1%, 3.1%
- CCC(=NCc1ccco1)c1c(O)n(-c2ccccc2C)c(=O)[nH]c1=O
    0.8%, -5.5%, -0.5%
- CCOP(=O)(OCC)C(NC(=O)C(C)C)C(Cl)(Cl)Cl (centres undefined)
    1.3%, -8.3%, -16.8%
- CC(C(=O)Nc1ccc(Br)cc1C(=O)c1ccccc1)N1CCOCC1 (centres undefined)
    -4.4%, -12.8%, -3.8%
- CCOC(=O)c1ccc2c(c1)N(C)C(=O)c1ccccc1S2
    -2.7%, u, u
- CCOP(=S)(OCC)N1CC1
    -6.2%, 14.6%, x
- C[C@H](N)C(=O)N[C@@H](C)C(=O)N[C@@H](Cc1ccccc1)C(=O)CCl
    x, u, 9.2%
- CCC(C)c1ccc(N2C(=O)NC(=O)/C(=C/c3cccn3CCOc3ccc(C)cc3)C2=O)cc1 (centres undefined)
    -0.1%, u, 29.8%
- COC(=O)C1=C(c2ccc(F)cc2OCc2ccccc2)C[C@@H]2CC[C@H]1N2C(=O)NCc1ccc(F)cc1
    -13.1%, u, -9.4%
- Cc1ccc(NC(=O)COc2ccc(-c3nn(C)c(=O)c4ccccc34)cc2)cc1
    -13.7%, u, -9.4%
- ClCCN(CCCl)c1ccc(C2=NCCc3ccccc32)cc1
    1.5%, 23.1µM*, x
- O=C(COc1ccccc1)Nc1ccc(Cl)cc1C(=O)c1ccccc1
    -4.3%, -12.4%, -9.3%
- COC(=O)C(O)(c1ccc(NC(=S)NC(=O)c2ccccc2)cc1)C(F)(F)F (centres undefined)
    -27.2%, -17.9%, 0.0%
- Cc1cccc(Cn2cccc(C(=O)Nc3nnc(C)s3)c2=O)c1
    4.3%, -19.3%, -8.1%
- COc1ccc(-n2c(/C=C/c3ccc(O)cc3)nc3ccccc3c2=O)cc1
    -27.0%, 23.1µM*, -11.1%
- CCCCn1c(O)c(/C=N/NC(=O)c2ccncc2)c(=O)[nH]c1=O
    -10.3%, 10.8%, -6.6%
- Cc1cccc(NP(=O)(Oc2ccccc2F)Oc2ccccc2F)c1C
    -22.0%, 5.1%, -2.5%
- CCCCCCC(=O)N/N=C/c1c(O)n(CCc2ccccc2)c(=O)[nH]c1=O
    1.1%, u, -20.1%
- CC(NCC#Cc1ccccc1)C(O)c1ccccc1 (centres undefined)
    2.4%, u, 0.4%
- CC1(C)CC(=O)C(C=NCCN2CCN(C(=O)Cc3ccc(Cl)cc3)CC2)=C(O)C1
    -9.5%, -10.0%, -2.5%
- O=c1c2ccccc2nc(/C=C/c2ccccn2)n1-c1ccccc1
    1.6%, -24.5%, -8.2%
- CSc1nnc([C@@H](N)Cc2c[nH]c3ccccc23)o1
    1.6%, 1.8%, -10.6%

# Individual results from the entries so far.
# Cc1cccc(NP(=O)(Oc2ccccc2F)Oc2ccccc2F)c1C in DT40 TDP1 CPT has 5.1%
# CCCCCCC(=O)N/N=C/c1c(O)n(CCc2ccccc2)c(=O)[nH]c1=O in FEN1 inhibitor has 1.1%

# Assay outcomes as filed in PubChem BioAssay.
